# NPC1 promoter act: qHTS Assay for NPC1 Promoter Activators | 320,000 compounds, 2.4% hits | Potency, µM (doses to about 9.22 µM), for inactives: at the top dose activation, usual class: activators | AID 485313, 2010 | Huh7 NPC1 promoter luciferase reporter, 24 h;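 note: potency is the fitted concentration of half-maximal effect; % of control where 0% means no effect; nearly all actives have a fitted effect of over 60% in size; reporter is driven by a mutant NPC1 promoter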
#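 Compounds in DMSO were transferred onto Huh7 NPC1-luciferase reporter cells pre-incubated 2 h; after 24 h at 37 °C, Amplite reagent was dispensed and luminescence recorded 10 min later.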
# VP16 counter: VP16 counterscreen qHTS for inhibitors of ROR gamma transcriptional activity. Drosophila S2 Gal4-VP16 UAS-luciferase, luminescence, 20 h. Potency, µM (doses to about 53.6 µM), for the others: at the highest dose activity, negative = inhibition, most hits filed as inhibitors. 310,000 compounds, 3.5% hits;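 note: Gal4-VP16 expression switched on by copper sulfate through the metallothionein promoter; potency is the fitted concentration of half-maximal effect; % is set by controls: 0 for no effect and ±100 for the full control effect; nearly all actives have a fitted effect of over 50% in size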
# uPA surface inh: qHTS for Inhibitors of Cell Surface uPA Generation; cell surface uPA generation assay, qHTS; Potency, µM (series often up to 38.3 µM), inactives show at the top dose activity change, negative = inhibition, usual class: inhibitors; 330,000 compounds, 0.31% hits; active = well fitted inhibition curve with a large enough effect; inconclusive = small, poorly fitted or top-dose-only effect; inactive = no such curve, though single readings can be large or run the other way; tested in mouse RAW 264.7 cells; note: potency is the fitted concentration of half-maximal effect; % is set by controls: 0 for no effect and ±100 for the full control effect; nearly all actives have a fitted effect of over 55% in size
# FLuc counter: qHTS profiling assay for firefly luciferase inhibitor/activator using purifed enzyme and Km concentrations of substrates (counterscreen for miR-21 project) | Luciferin 4-monooxygenase (Photinus pyralis), P08659 | AID 588342, 2011 | 360,000 compounds, 6.9% hits | purified FLuc, Km substrates, luminescence inhibition | Potency, µM (top dose mostly 57.5 µM), for the others: top-dose activity change, negative = inhibition, usual class: inhibitors;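 note: potency is the fitted concentration of half-maximal effect; plate controls were vehicle for no effect and reference inhibitor for full effect; nearly all actives have a fitted effect of over 55% in size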
# Target sequence (P08659 whole entry, looked up): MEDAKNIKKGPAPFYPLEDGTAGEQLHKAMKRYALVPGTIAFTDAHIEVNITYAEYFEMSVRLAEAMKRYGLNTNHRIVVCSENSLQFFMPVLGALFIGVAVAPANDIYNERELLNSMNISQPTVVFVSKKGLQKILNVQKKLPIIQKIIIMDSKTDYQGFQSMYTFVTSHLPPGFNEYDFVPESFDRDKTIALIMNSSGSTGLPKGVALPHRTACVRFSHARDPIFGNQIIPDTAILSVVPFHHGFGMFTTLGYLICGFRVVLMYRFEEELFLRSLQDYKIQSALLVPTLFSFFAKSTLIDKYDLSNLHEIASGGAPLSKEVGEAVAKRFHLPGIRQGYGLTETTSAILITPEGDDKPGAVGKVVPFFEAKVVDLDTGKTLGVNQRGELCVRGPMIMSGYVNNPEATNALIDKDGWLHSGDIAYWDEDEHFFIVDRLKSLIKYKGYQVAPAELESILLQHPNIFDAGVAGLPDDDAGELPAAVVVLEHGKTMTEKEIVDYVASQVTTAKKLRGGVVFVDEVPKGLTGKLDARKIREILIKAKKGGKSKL
#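 Purified P. pyralis luciferase (10nM final) with 10uM D-luciferin and 10uM ATP (Km levels) in 50mM Tris acetate pH 7.5, 10mM Mg acetate, 0.01% Tween-20, 0.05% BSA; qHTS 6-point titration, ~60 µM downward; luminescence read.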
# Giardia kill: Small Molecules that selectively kill Giardia lamblia: qHTS; Giardia lamblia trophozoite viability; activity change, % at 7.66 µM, hits read low; 340,000 compounds, 0.15% hits; AID 540267, 2011; in the data active = activity change below about -80%; inconclusive = between about -30% and that limit;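 note: parasites exposed to compound for two days anaerobically before the ATP read; % is set by controls: 0 for no effect and ±100 for the full control effect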
#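 Viability, read as ATP luminescence: trophozoites at 100 cells/well, compound added, 48 hrs anaerobic at 37 deg C, then 15-30 min room-temperature development before reading.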
# RORgamma inh: qHTS for inhibitors of ROR gamma transcriptional activity; AID 2551, 2010; Drosophila S2 Gal4-RORgamma UAS-luciferase reporter, 20 h; Potency, µM (highest dose often 53.6 µM), for inactives: at the top dose activity change, negative = inhibition, actives largely listed as inhibitors; Nuclear receptor ROR-gamma (Mus musculus), P51450; 310,000 compounds, 5.4% hits; note: potency is the fitted concentration of half-maximal effect; % is set by controls: 0 for no effect and ±100 for the full control effect; nearly all actives have a fitted effect of over 60% in size
# Target sequence (P51450 whole entry, looked up, the tested form may be a part): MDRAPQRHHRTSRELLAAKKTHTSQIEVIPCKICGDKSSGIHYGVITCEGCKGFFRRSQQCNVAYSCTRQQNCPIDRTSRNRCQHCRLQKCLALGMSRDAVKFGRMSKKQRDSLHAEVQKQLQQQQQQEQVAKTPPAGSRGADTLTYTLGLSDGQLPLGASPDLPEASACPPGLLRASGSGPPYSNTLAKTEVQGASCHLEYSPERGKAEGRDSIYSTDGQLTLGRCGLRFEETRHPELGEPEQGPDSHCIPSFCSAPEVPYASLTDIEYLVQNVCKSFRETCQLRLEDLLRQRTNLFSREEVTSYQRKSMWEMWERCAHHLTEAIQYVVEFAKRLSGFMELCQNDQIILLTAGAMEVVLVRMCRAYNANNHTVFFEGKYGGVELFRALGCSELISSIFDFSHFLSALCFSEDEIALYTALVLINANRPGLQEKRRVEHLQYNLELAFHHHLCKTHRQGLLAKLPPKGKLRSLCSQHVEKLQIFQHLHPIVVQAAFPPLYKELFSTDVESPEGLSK
#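 A Gal4/UAS one-hybrid system in insect cells: metallothionein-promoter Gal4–ROR gamma fusion plus Photinus luciferase reporter. Copper sulfate 700 uM final, 20 hr ambient incubation, luminescent detection after 10 min with reagent.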
# Rab9 prom act: qHTS Assay for Rab9 Promoter Activators | Potency, µM (top dose mostly 9.22 µM), inactives show top-dose activation, negative = inhibition, actives largely listed as activators | Huh7 Rab9 promoter-luciferase reporter, luminescence, 24 h | 320,000 compounds, 2.8% hits | AID 485297, 2010; note: potency is the fitted concentration of half-maximal effect; % of control where 0% means no effect; nearly all actives have a fitted effect of over 60% in size
#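 Luminescence from Amplite-detected luciferase (10 minutes, ambient) reports Rab9 promoter activation. Before that, stable Rab9-luciferase Huh7 cells (1500/well, reduced-serum OP-MEM I plus 10% FBS) were exposed to compound for 24 hours at 37C.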
# KCNH2 3.1 block: qHTS for Inhibitors of KCHN2 3.1: Mutant qHTS; Potassium voltage-gated channel subfamily H member 2, brain isoform KCNH2 3.1 (human); U2OS KCNH2 3.1, thallium flux FluxOr; stronger effect = lower value; activity change, % (tested at about 1.8 µM); 340,000 compounds, 0.95% hits; AID 720553, 2013;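 active = maximum activity change below -70%; inconclusive = maximum activity change from -70% to -50%; inactive = maximum activity change above -50%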;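 note: thallium influx rate constant from kinetic fluorescence after stimulation buffer; % is set by controls: 0 for no effect and ±100 for the full control effect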
#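 Kinetic fluorescence (2 min after stimulation buffer) measures Tl+ influx through KCNH2 3.1 expressed by viral transduction in U2OS cells; the rate constant is normalized against DMSO controls serving as positive and negative references.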
# ELG1 genotoxic: qHTS screen for small molecules that induce genotoxicity in human embryonic kidney (HEK293T) cells expressing luciferase-tagged ELG1. 330,000 compounds, 1.3% hits. Potency, µM (titrated, usually from 46 µM), for the others: at the highest dose activity change, positive = activation, hits mostly activators. AID 504466, 2011. HEK293T ELG1-luciferase reporter, luminescence, 16 h; note: potency is the fitted concentration of half-maximal effect; % of control where 0% means no effect; nearly all actives have a fitted effect of over 60% in size
#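 HEK293T cells expressing luciferase-tagged ELG1 were exposed to compound or DMSO vehicle for 16 hr at 37 °C and 5% CO2. Luciferase activity was then measured with ONE-Glo after 30 min at room temperature.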
# Tb PFK block: qHTS Assay to Find Inhibitors of T. brucei phosphofructokinase. AID 485367, 2010. Potency, µM (highest dose often 57.5 µM), without a hit: at the top dose activity, negative = inhibition, actives largely listed as inhibitors. ATP-dependent 6-phosphofructokinase (Trypanosoma brucei brucei), O15648. 330,000 compounds, 0.17% hits. T. brucei PFK, ADP-Glo luminescence;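 note: potency is the fitted concentration of half-maximal effect; 0% = uninhibited 1x PFK enzyme wells and -100% = no-enzyme wells; nearly all actives have a fitted effect of over 60% in size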
#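 Activity is normalized to no-enzyme wells (full inhibition) and 1.25 nM enzyme wells (no inhibition). Reaction: 0.5 mM F6P, 0.1 mM ATP, 45 min RT, ADP-Glo luminescence; concentration-response curves fitted and classed by quality.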
# Starred values were filed as active, the others as inactive; ? = inconclusive; nt = no result given; [ ] = remark or other dose. Unless noted, calls come from the whole dose curve; as a rule, active = well fitted curve in the direction sought with a large enough effect; inconclusive = small, poorly fitted or top-dose-only effect, or another doubt; inactive = no such curve, though single readings can be large; an effect the other way counts as inactive or inconclusive. These rows are one share of the data (hit frequency here may not be typical).
# Below each compound – NPC1 promoter act	VP16 counter	uPA surface inh	FLuc counter	Giardia kill	RORgamma inh	Rab9 prom act	KCNH2 3.1 block	ELG1 genotoxic	Tb PFK block
O=[N+]([O-])c1ccc(N2CCOCC2)c2c1no[n+]2[O-]
 : nt	nt	nt	nt	nt	nt	nt	-2	nt	nt
O=C(NCC1=C(c2ccc3ccccc3c2)C[C@@H]2CC[C@H]1N2Cc1ccco1)c1cccs1
 : nt	nt	nt	nt	nt	nt	nt	?	nt	nt
Cc1ncoc1C(=O)NCC1=C(c2cccc3ccccc23)C[C@@H]2CC[C@H]1N2Cc1ccco1
 : nt	nt	nt	nt	nt	nt	nt	-7	nt	nt
O=C1CCC2(O)C3Cc4ccc(O)c5c4C2(CCN3Cc2ccoc2)C1O5 (configuration not stated)
 : nt	nt	nt	nt	nt	nt	nt	0	nt	nt
Cc1nc2ccccc2c(=O)n1-c1c(Cl)cccc1Cl
 : nt	nt	nt	nt	nt	nt	nt	-1	nt	nt
CC(C)N=C(NC(C)C)N1CC1
 : nt	nt	nt	nt	nt	nt	nt	4	nt	nt
COc1cc(C(=O)N2Cc3ccccc3-n3nncc3C2)cc(OC)c1OC
 : nt	nt	nt	nt	nt	nt	nt	6	nt	nt
CC=CC(C)=CC(C)C(=O)CC(O)CC1CC(=O)NC(=O)C1 (configuration not stated)
 : nt	nt	nt	nt	nt	nt	nt	-1	nt	nt
COc1ccc(OC(=O)N(C)C[C@@H]2OCc3cnnn3CCCC(=O)N([C@H](C)CO)C[C@@H]2C)cc1
 : nt	nt	nt	nt	nt	nt	nt	1	nt	nt
COc1ccc(C(=O)CC(c2ccc3c(c2)OCO3)c2c(O)c3ccccc3oc2=O)cc1OC (configuration not stated)
 : nt	nt	nt	nt	nt	nt	nt	8	nt	nt
O=C(Nc1ccc(F)cc1)N1Cc2ccccc2-n2nncc2C1
 : nt	nt	nt	nt	nt	nt	nt	1	nt	nt
Cc1ncoc1C(=O)NCC1=C(c2ccc(S(C)(=O)=O)cc2)C[C@@H]2CC[C@H]1N2CCOc1ccccc1
 : nt	nt	nt	nt	nt	nt	nt	?	nt	nt
Cc1nn(CC(C)C)c(Cl)c1C(=O)NC1CCCC1
 : nt	nt	nt	nt	nt	nt	nt	7	nt	nt
NC(Cc1ccccc1Cl)c1nn[nH]n1 (configuration not stated)
 : nt	nt	nt	nt	nt	nt	nt	-8	nt	nt
COC(=O)C1=C(c2ccc(OCc3ccccc3)cc2)C[C@@H]2CC[C@H]1N2C(=O)NCc1ccc2c(c1)OCO2
 : nt	nt	nt	nt	nt	nt	nt	1	nt	nt
CCCCOC1OCN(C2CCCCC2)CC1(C)C (configuration not stated)
 : nt	nt	nt	nt	nt	nt	nt	-8	nt	nt
Clc1cccc(NC2=NCCS2)c1
 : nt	nt	nt	nt	nt	nt	nt	-2	nt	nt
COC(=O)C1=C(c2ccc(OCc3ccccc3)cc2)C[C@@H]2CC[C@H]1N2C(=O)NCCc1ccc(F)cc1
 : nt	nt	nt	nt	nt	nt	nt	16	nt	nt
COc1ccc(OC(=O)N(C)C[C@@H]2OCc3cnnn3CCCC(=O)N([C@@H](C)CO)C[C@H]2C)cc1
 : nt	nt	nt	nt	nt	nt	nt	0	nt	nt
C[C@@H]1CN([C@H](C)CO)C(=O)CCCn2cc(nn2)CO[C@H]1CN(C)C(=O)Oc1ccc2ccccc2c1
 : nt	nt	nt	nt	nt	nt	nt	-6	nt	nt
CCCN(CCC)CCc1c[nH]c2ccc(C(N)=O)cc12
 : 8%[46.1 µM]	nt	nt	nt	nt	nt	6%[46.1 µM]	nt	nt	nt
CCCn1c(=O)c2[nH]c(C3CCCC3)nc2n(CCCOC(=O)c2ccc(S(=O)(=O)F)cc2)c1=O
 : -34%[inhibitor][46.1 µM]	nt	nt	nt	nt	nt	-42%[inhibitor][46.1 µM]	nt	nt	nt
CP(=O)(O)C1=CCNCC1
 : 5%[46.1 µM]	nt	nt	nt	nt	nt	0%[46.1 µM]	nt	nt	nt
CN(N=O)c1ccc(O)c(O)c1
 : 0%[46.1 µM]	nt	nt	nt	nt	nt	1%[46.1 µM]	nt	nt	nt
Oc1ccc2c3c1O[C@H]1c4[nH]c5c(c4C[C@@]4(O)[C@@H](C2)N(CC2CC2)CC[C@]314)C[C@@]1(O)[C@H]2Cc3ccc(O)c4c3[C@@]1(CCN2CC1CC1)[C@H]5O4
 : -6%[46.1 µM]	nt	nt	nt	nt	nt	1%[46.1 µM]	nt	nt	nt
CN1CC[C@@]2(C)c3cc(O)ccc3N(C)C12 (some centres not stated)
 : -6%[46.1 µM]	nt	nt	nt	nt	nt	-21%[46.1 µM]	nt	nt	nt
CC(=O)OCC1=C(C(=O)O)N2C(=O)[C@@H](NC(=O)CCC[C@@H](N)C(=O)O)[C@H]2SC1
 : 5%[46.1 µM]	nt	nt	nt	nt	nt	6%[46.1 µM]	nt	nt	nt
CC[C@@H](CO)Nc1nc(NCc2ccccc2)c2ncn(C(C)C)c2n1
 : -28%[46.1 µM]	nt	nt	nt	nt	nt	-39%[inhibitor][46.1 µM]	nt	nt	nt
N#C/C(=C/c1ccc(O)c(O)c1)C(N)=S
 : -9%[46.1 µM]	nt	nt	nt	nt	nt	-12%[46.1 µM]	nt	nt	nt
CC(N)[C@H](O)c1ccc(O)c(O)c1 (some centres not stated)
 : 0%[46.1 µM]	nt	nt	nt	nt	nt	-2%[46.1 µM]	nt	nt	nt
CC(C)CC(NP(=O)(O)O[C@@H]1O[C@@H](C)[C@H](O)[C@@H](O)[C@H]1O)C(=O)NC(Cc1c[nH]c2ccccc12)C(=O)O (some centres not stated)
 : 1%[46.1 µM]	nt	nt	nt	nt	nt	3%[46.1 µM]	nt	nt	nt
CCCCCCCCCCCCCC(=O)O[C@@H]1[C@@H](C)[C@@]2(O)[C@@H](C=C(CO)C[C@@]3(O)C(=O)C(C)=C[C@@H]23)C2C(C)(C)[C@@]21OC(C)=O (some centres not stated)
 : -39%[inhibitor][46.1 µM]	nt	nt	nt	nt	nt	-40%[inhibitor][46.1 µM]	nt	nt	nt
N=C(N)c1ccc(CS(=O)(=O)F)cc1
 : 0%[46.1 µM]	nt	nt	nt	nt	nt	-6%[46.1 µM]	nt	nt	nt
C[Se]C[C@H](N)C(=O)O
 : 5%[46.1 µM]	nt	nt	nt	nt	nt	-3%[46.1 µM]	nt	nt	nt
C[C@]12CCC3C(CC[C@H]4C[C@@H](O)CC[C@]34C)C1CC[C@@]2(O)C(F)(F)F (some centres not stated)
 : nt	nt	nt	nt	nt	nt	nt	nt	0%	-4%
CC(=O)C1CCC2(O)C3CCC4=CC(=O)CCC4(C)C3CCC12C (configuration not stated)
 : nt	nt	4%	nt	-14	nt	nt	nt	nt	nt
COC(=O)C1=C(c2cccc(OC)c2OC)C[C@@H]2CC[C@H]1N2C(=O)N1CCCCC1
 : nt	nt	8%	nt	-17	nt	nt	nt	nt	nt
COC(=O)C1=C(C)NC(=S)NC1c1ccc(N(CCCl)CCCl)cc1Cl (configuration not stated)
 : nt	nt	-3%	nt	-2	nt	nt	nt	nt	nt
CN1C[C@H]2CON(C)[C@H]2C[C@H]1c1cccc(Br)c1
 : nt	nt	-4%	nt	9	nt	nt	nt	nt	nt
CCCCC1C(=O)NC(=S)N(C)C1=O (configuration not stated)
 : nt	nt	6%	nt	-9	nt	nt	nt	nt	nt
O=C(O)C1C2c3ccccc3C(O)C1(C(=O)O)c1ccccc12 (configuration not stated)
 : nt	nt	6%	nt	1	nt	nt	nt	nt	nt
O=C1CC(=O)N(Cc2ccccc2)C(=O)N1Cc1ccccc1
 : nt	nt	8%	nt	-12	nt	nt	nt	nt	nt
COc1cccc(CN2C(=O)[C@@H]3Cc4c([nH]c5ccccc45)C(C)(C)N3C2=O)c1
 : nt	nt	-7%	nt	-11	nt	nt	nt	nt	nt
Nc1ccc(Cc2ccc(N)cc2)cc1
 : nt	2%	4%	nt	-17	7%	nt	nt	nt	nt
Nc1ccc2ccccc2c1
 : nt	-6%	3%	nt	-8	4%	nt	nt	nt	nt
Cc1ccccc1-n1c(/C=C/c2ccc(N(C)C)cc2)nc2ccccc2c1=O
 : nt	nt	nt	-1%	-9	nt	nt	nt	nt	nt
CCC(C(=O)Nc1ccc(Cl)cc1)N1CCCC1=O (configuration not stated)
 : nt	nt	10%	nt	?	nt	nt	-6	nt	nt
CCOC(=O)c1c(-n2c(C)cc(/C=C3/C(=O)NC(=O)N(CC)C3=O)c2C)sc2c1CCCC2
 : nt	nt	1%	nt	3	nt	nt	6	nt	nt

# High-throughput results: PubChem, National Center for Advancing Translational Sciences (NCATS)
